Screens as filed in PubChem BioAssay.
ALOX15B inhib – inhibitors of human 15-lipoxygenase 2 (ALOX15B); O15296; purified 15hLO-2, xylenol orange hydroperoxide absorbance; Potency, µM (doses to about 57.1 µM), inactives show at the top dose activity change, negative = inhibition, hits mostly inhibitors; 0.56% of 110,000 active; AID 881; further: potency means the concentration at half of the fitted maximal effect; nearly all actives have a fitted effect of over 60% in size; many of its hits are not listed in these tables
Target sequence (O15296 whole entry, looked up): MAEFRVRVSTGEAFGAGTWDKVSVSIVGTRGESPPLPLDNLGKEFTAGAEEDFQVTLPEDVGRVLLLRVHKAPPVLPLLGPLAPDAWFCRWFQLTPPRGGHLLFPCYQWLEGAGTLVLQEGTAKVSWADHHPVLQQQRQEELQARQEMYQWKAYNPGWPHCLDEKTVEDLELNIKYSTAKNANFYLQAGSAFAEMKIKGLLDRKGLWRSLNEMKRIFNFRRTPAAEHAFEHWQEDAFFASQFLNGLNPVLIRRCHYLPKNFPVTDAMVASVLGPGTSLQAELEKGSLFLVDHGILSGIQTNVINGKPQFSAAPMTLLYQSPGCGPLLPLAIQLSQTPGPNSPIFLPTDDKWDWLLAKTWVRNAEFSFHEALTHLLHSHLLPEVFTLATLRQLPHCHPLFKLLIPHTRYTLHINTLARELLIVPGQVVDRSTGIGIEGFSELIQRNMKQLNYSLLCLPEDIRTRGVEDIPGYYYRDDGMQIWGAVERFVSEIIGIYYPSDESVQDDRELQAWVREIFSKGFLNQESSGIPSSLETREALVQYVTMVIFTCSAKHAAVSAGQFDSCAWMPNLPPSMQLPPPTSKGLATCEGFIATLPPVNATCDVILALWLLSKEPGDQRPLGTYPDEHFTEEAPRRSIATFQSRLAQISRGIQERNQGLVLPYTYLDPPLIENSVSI
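Purified human 15hLO-2 (50 nM) preincubated 15 min with compound, then 45 uM arachidonic acid for 90 min at RT in 25 mM Hepes pH 7.5, 0.01% Triton X-100. Hydroperoxide detected by Fe-xylenol orange; 573/405 nm absorbance ratio.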
IMPase inh – cell-permeable inhibitors of inositol monophosphatase (IMPase) | P97697 | CHO-M1 cells, IP1 accumulation, HTRF TR-FRET ratio | inhibition (IP1 accumulation), % at 46.1 µM | 120,000 tested, under 10 active; active means well fitted curve in the direction sought with a large enough effect in the signal ratio, not every such curve was filed as active; inconclusive means small, poorly fitted or top-dose-only effect, or a change in a side signal; inactive means no such curve, though single readings can be large or run the other way; the % refers to the signal ratio;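 further: cells stimulated with carbachol in lithium chloride buffer; plate controls were DMSO basal wells for no effect and reference inhibitor wells for full effect; higher means more IMPase inhibition seen as more IP1 and lower FRET ratio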
Target sequence (P97697 whole entry, looked up): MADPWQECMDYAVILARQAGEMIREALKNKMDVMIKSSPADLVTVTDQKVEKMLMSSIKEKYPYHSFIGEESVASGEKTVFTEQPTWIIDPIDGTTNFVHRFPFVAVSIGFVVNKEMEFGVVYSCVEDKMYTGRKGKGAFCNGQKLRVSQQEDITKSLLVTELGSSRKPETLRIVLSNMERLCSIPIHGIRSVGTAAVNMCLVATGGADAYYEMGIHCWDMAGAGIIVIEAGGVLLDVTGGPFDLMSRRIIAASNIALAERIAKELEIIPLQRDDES
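CHO-M1 cells (CHO stably expressing M1 receptor), compound up to 46 uM final, stimulated with carbachol (50 uM as added) in buffer with 50mM LiCl, pH 7.4, 30 min at 37C. Cytosolic IP1 read by TR-FRET; AC50 from Hill fits.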
12-hLO inh – inhibitors of human 12-lipoxygenase (ALOX12) | 0.12% of 150,000 active | AID 1452 | purified 12-hLO, xylenol orange hydroperoxide absorbance | P18054 | Potency, µM (top dose mostly 57.1 µM), inactives show at the highest dose activity change, negative = inhibition, usual class: inhibitors; further: potency means the concentration at half of the fitted maximal effect; nearly all actives have a fitted effect of over 55% in size; many of its hits are not listed in these tables
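Xylenol orange chromogenic assay: hydroperoxide from 12hLO oxidises Fe(II), giving red-shifted Fe(III)-XO absorbance. Conditions: 150 nM enzyme, 40 uM arachidonic acid, 25 mM Hepes pH 7.0, 0.01% Triton X-100, 30 min, room temperature.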
PNC inhibitor – blocks assembly of the perinucleolar compartment. PC3M PTB-GFP, PNC prevalence imaging, 16 h; stronger effect = lower value. activity change (PNC), negative = inhibition, % at 10 µM. 3.1% of 140,000 active. AID 2417;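 active means readout at or below -70, meaning at least 70% loss of cells showing the perinucleolar compartment, a nuclear body marking cancer cells; inconclusive means readout between -30 and a set limit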;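 further: plate controls were DMSO wells for no effect and camptothecin positive control wells for full effect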
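Read-out is percentage of cells bearing a perinucleolar compartment, from automated 20x imaging of fixed, Hoechst-stained PC3M PTB-GFP cells. Cells were seeded 4 h, then exposed 16 h to compound (23 nl of library stock) in duplicate plates.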
Starred values were filed as active, the others as inactive; u = inconclusive; x = no result given; [ ] = dose if it differs, or a comment. Unless noted, the call rests on the fitted dose curve; in most records, active means well fitted curve in the direction sought with a large enough effect; inconclusive means small, poorly fitted or top-dose-only effect, or another doubt; inactive means no such curve, though single readings can be large; an effect the other way counts as inactive or inconclusive. Unless noted, on the % scale 0 is the no-effect control and ±100 the full control effect.

SMILES | ALOX15B inhib | IMPase inh | 12-hLO inh | PNC inhibitor
O=C(N/N=C/c1ccc(Cl)cc1Cl)c1cccc(F)c1 | -5% | 7 | -12% | -12
CC(C)(C)CC(C)(C)c1cc(O)c(O)c(CN2CCCCC2)c1 | u | x | -19%[11.4 µM] | x
CSCCC(N)C(=O)NC(CC(C)C)C(=O)NC(Cc1ccccc1)C(=O)O (stereo not given) | 3% | x | 0% | x
O=C(Cc1ccccc1)N/N=C/c1ccc(OCC(=O)Nc2ccccc2)cc1 | 6%[11.4 µM] | 2[1.84 µM] | 1% | 7
CC(=O)Nc1cc(C(F)(F)F)ccc1Oc1cccc(Br)c1 | 8% | 12 | -4% | u
Cn1c(Cn2cnc([N+](=O)[O-])n2)nnc1SCC(=O)Nc1cccc(Cl)c1 | x | 1 | 2% | 16
CNS(=O)(=O)c1cccc2nsnc12 | x | 10 | 1% | u
Cc1c(NC(=O)c2ccc3c(c2)OCO3)cccc1-c1nc2ccccc2o1 | -9% | 6 | -13% | -5
C=CCSc1nc2c(c(=O)[nH]c(=O)n2C)n1CC | 10%[2.29 µM] | -1 | -2% | u
COc1cc(-n2c(C)nc3cc(C(=O)N4CCOCC4)ccc32)cc(OC)c1OC | 2% | 5 | -1% | u
Cc1ccccc1-n1c(-c2ccoc2C)n[nH]c1=S | x | x | -3% | 17
Cn1cc([N+](=O)[O-])c(C(=O)Nc2cc(Oc3ccccc3)cc([N+](=O)[O-])c2)n1 | x | x | -2% | -125*
CCCNC(=O)CS(=O)Cc1nc(-c2cccc(OC)c2)oc1C (stereo not given) | 4% | 2 | 0% | -28
CCC(CC)C(=O)Nc1cc(=O)n(C)c(=O)n1C | -3% | 0 | -5% | -12
Cc1n[nH]c(=S)n1/N=C/c1ccccc1 | x | x | -3% | 41
CC(C)(C)n1nnnc1CN(Cc1ccc(F)cc1)Cc1ccco1 | -1% | 9 | -6% | 7
Cc1nc(NS(=O)(=O)c2cccs2)c2c3c(sc2n1)CCC3 | -8% | -9 | -4% | -19
CC1CCc2cc(F)ccc2N1C(=O)c1ccc2c(c1)OCO2 (stereo not given) | -1% | 14 | -6% | 38
COc1ccc(NC(=O)NCCN2CCc3ccccc3C2)cc1 | x | 18 | 5% | u
CCC(C)(C)NC(=O)C(c1ccco1)N(C(=O)Cn1nnc2ccccc21)c1ccc2c(c1)OCO2 (stereo not given) | -2% | 17 | 7% | 26
NC(=O)C1(N2CCCCC2)CCN(C(=O)c2ccc(C#CC3(O)CCCCC3)cc2)CC1 | 1% | -1 | 2% | 16
Cc1ccc(CSc2nnnn2C)cc1 | 7% | -3 | -3% | u
CCn1cc(C(=O)NCc2cccc(F)c2)c(=O)c2cc(F)c(N3CCN(C(=O)c4ccco4)CC3)cc21 | 3% | 2 | 3% | 43
CCCCOC(=O)C(C)c1c(C)[nH]c(=S)[nH]c1=O (stereo not given) | -3% | -2 | -1% | u
Nc1nnc(SCc2ccccc2Cl)s1 | 17% | 17 | -5% | 20
(list continues)
SMILES | ALOX15B inhib | IMPase inh | 12-hLO inh | PNC inhibitor
COc1ccc(CC2(C)OC(c3ccccc3)=NN2C(C)=O)cc1 (stereo not given) | x | x | 0% | 63
COc1ccc(OC)c(NC(=O)C2CC(C)=C(C)CC2C(=O)O)c1 (stereo not given) | 7% | 4 | -1% | 5
C=CCn1c(SCC(=O)Nc2nc(C)cs2)nnc1C(NC(=O)c1ccccc1)C(C)C (stereo not given) | x | 9 | 2% | u
O=C(COC(=O)c1c(Cl)cccc1Cl)Nc1ccccc1Br | x | -4 | 4% | 69
O=C(NC1CC2CCCC(C1)N2C(=O)NCc1ccccc1)C1CC1 (stereo not given) | -4% | 0 | 3% | 34
Cc1onc(-c2ccccc2Cl)c1C(=O)Nc1cnn(Cc2ccccc2)c1 | 3% | 5 | -2% | 16
Cc1[nH]c2ccc(-c3n[nH]c(=S)n3C)cc2c1C | -20% | -4 | -9% | -6
Cc1cccc(NC(=O)CCC(=O)N/N=C/c2ccco2)c1C | x | x | 6% | 3
NC(=O)CN1CCOCCN(CC(N)=O)CCOCC1 | 39%[activator] | 3 | 3% | 22
NCC(c1ccccc1)(c1ccccc1)c1ccccc1 | x | x | 0% | 42
CC1CCN(S(=O)(=O)c2ccc3c(c2)c(=O)c(C(=O)NCc2ccccc2Cl)cn3C)CC1 | x | x | 1% | -8
COc1ccc(/C=N/OCC(=O)N2CC3(C)CC2CC(C)(C)C3)cc1OC (stereo not given) | 7%[11.4 µM] | -8[1.84 µM] | -2% | 10
NS(=O)(=O)c1ccc(NC(=O)CSc2ccccn2)cc1 | -3% | 5 | 1% | -24
Cc1ccc(C(C)n2cc(C(=O)NCCN3CCN(C)CC3)nn2)cc1 (stereo not given) | 9% | 0 | 5% | 31
CCOc1ccc(C2C(=O)N(C3CCCCC3)CC(=O)N2CC2CCCO2)cc1OC (stereo not given) | 2% | u | -7% | -14
Cc1cc2oc3c(c(=O)c2cc1C)C(c1ccc(C(C)C)cc1)N(CCCN1CCOCC1)C3=O (stereo not given) | x | x | 5% | 17
O=C(CSc1ccccc1)Nc1cccc(NC(=O)c2ccco2)c1 | 2% | -11 | 11% | 16
CCOC(=O)c1cnc(SCC(=O)c2ccc3c(c2)OCCO3)nc1N | -5% | -4 | -6% | 29
COc1ccc2c(CC(=O)OCC(=O)c3ccc(F)cc3)coc2c1 | -6% | -3 | -3% | u
COC(=O)c1c(-c2ccc(C)cc2)csc1N | x | u | -3% | 17
CSc1ccccc1-c1nnc(-c2ccc(Cl)c(Cl)c2)o1 | 2% | 6 | 0% | u
COc1ccc(NC(=S)NC(NC(C)=O)C(Cl)(Cl)Cl)c([N+](=O)[O-])c1 (stereo not given) | x | 0 | -3% | -13
CS(=O)(=O)c1ccc(C(=O)OCC(=O)NC23CC4CC(CC(C4)C2)C3)cc1[N+](=O)[O-] | x | 0 | -2% | 8
O=C(O)CC(C(=O)NC1CCCCC1)C1CCCO1 (stereo not given) | -9% | -4 | -1% | u
COCCSc1ccccc1C(=O)Nc1cc(C)ccn1 | x | -1 | 3% | u
Continued:
SMILES | ALOX15B inhib | IMPase inh | 12-hLO inh | PNC inhibitor
COc1ccc(Nc2ccnc(Nc3ccc(OC)cc3)n2)cc1 | x | x | -2% | -93*
Cc1cc2nc(C3CCN(C(=S)NCC(C)C)CC3)[nH]c2cc1C | x | 3 | -4% | -18
CCCc1cc(=O)n2[nH]c(-c3cc(OC)c(OC)c(OC)c3)nc2n1 | -1% | -3 | 7% | -25
CCOC(=O)n1c(=O)n(Cc2c(Cl)cccc2Cl)c2ccccc21 | -6% | 5 | 2% | 26
O=S(=O)(NC1CC1)c1ccc(S(=O)(=O)N2CCN3CCCC3C2)cc1 (stereo not given) | -1% | 4 | 5% | 12
CCOC(=O)c1c(C)n(C)c2cc(Br)c(C)cc12 | 5% | -3 | -3% | -8
COC(=O)c1c(NC(=O)COC(=O)Cn2cnc3ccccc32)sc(C)c1C | -9% | 11 | -5% | 2
COc1cc2[nH]c(=O)n(CCCC(=O)NCCc3ccccc3)c(=O)c2cc1OC | -3% | -2 | -6% | -16
CN1C(=O)C(O)(CC(=O)c2cccnc2)c2ccccc21 (stereo not given) | x | x | -2% | u
COc1ccc(C(=O)Nc2cc3c(cc2OC)CCCC3)cc1Br | 7% | 8 | -2% | 29
CCCCn1c(C(C)NC(=O)COC)nc2ccccc21 (stereo not given) | x | 0 | 1% | -8
O=C(c1csnn1)N1CCC2(CCN(Cc3cc(C(F)(F)F)cc(C(F)(F)F)c3)CC2)CC1 | 31%[activator] | x | 4% | x
CCOc1cc(CNc2ccccc2)cc(Br)c1OCC(=O)NC(C)(C)C | -2% | 9 | -3% | -29
COc1ccc2nc3c(cc2c1)c(NC(=O)C1CCCO1)nn3CC(C)C (stereo not given) | -4% | 2 | -15% | u
CCOC(=O)c1c(NC(=O)CSc2nnc(-c3ccccc3)o2)sc(C(C)=O)c1C | -19% | -25 | -2% | -20
COC(=O)c1c(NC(=O)CC2Nc3ccccc3NC2=O)sc(C)c1C (stereo not given) | 32%[activator] | -4 | 0% | -10
Cc1ccc(C2CC(c3cccs3)=NN2C(=O)CSC2=NN3CCCC(=O)N=C3S2)cc1 (stereo not given) | -16% | 10 | -4% | -21
Cc1ccc(NC(=O)CSc2nnc(NC(=O)c3ccc(S(=O)(=O)N4CCOCC4)cc3)s2)cc1 | x | x | -2% | -6
CN(C)c1ccc(/C=N/NC(=O)CN(c2ccccc2Cl)S(C)(=O)=O)cc1Br | 13% | 6 | 0% | -24
Cc1nc2nc(-c3ccc(Cl)cc3)[nH]n2c(=O)c1C | -11% | -6 | -4% | u
Cc1ccc(C(=O)Cn2nnc(-c3ccccc3-n3cnnn3)n2)cc1 | 2% | 1 | -9% | -13
O=C1NCCN/C1=C\C(=O)c1ccccc1 | -5% | 1 | -7% | -5
O=C(N1CCNCC1)N1CCOCC1 | -1% | -8 | 2% | -27
COc1cc2c(cc1OC)CN(Cc1ccc(OC)c(C)c1OC)CC2 | 6%[2.29 µM] | 39[activator] | 1% | -4
COc1ccccc1N1CCN(C(=O)c2ccc(NC(C)=O)cc2)CC1 | -4% | -7 | -1% | 24
New compounds follow.
SMILES | ALOX15B inhib | IMPase inh | 12-hLO inh | PNC inhibitor
CCCCN1CN=C(Nc2nc3ccccc3o2)NC1 | 11% | -10 | -7% | -6
CCC(=O)NC(NC(=O)CC)C(Cl)Cl | -16% | 0 | 4% | 49
O=C(COc1ccccc1)Nc1ccccc1C(=O)NCc1ccco1 | -5% | 6 | 0% | -5
COc1ccc(-n2c(N3CCN(C)CC3)nc3sc4c(c3c2=O)CCCCC4)cc1 | 42%[activator] | -1 | -5% | -16
COc1ccc(C2C(C#N)=C(N)Oc3c2c(C)nn3-c2ccccc2)cc1Cn1nc(C)c([N+](=O)[O-])c1C (stereo not given) | u | 6 | -22% | 1
O=C(c1ccccc1)c1ccc(OCC(O)CNC2CCCc3ccccc32)cc1 (stereo not given) | x | 10 | 0% | -14
O=C(c1cc2nc(C3CC3)cc(C(F)(F)F)n2n1)N1CCCC1 | 9% | -3 | -5% | 16
O=C(Oc1cccc(NC(=O)c2cccs2)c1)c1cccc(S(=O)(=O)N2CCCC2)c1 | x | 2 | -6% | -15
COc1ccc(-n2c(N)c(C(=O)NCc3cccnc3)sc2=S)cc1 | -11% | 1 | -1% | 23
Cc1ccccc1NC(=O)CSc1nnc(-c2ccco2)c(-c2ccco2)n1 | 0% | 5 | u | 39
O=C(CCC(=O)OCC(=O)c1ccc(Cl)cc1Cl)Nc1cccc2cccnc12 | 5% | -13 | -6% | 26
Cc1ccc(NC(=S)N/N=C2/CCCc3c(C)cc(C)cc32)cc1 | -9% | 1 | -5% | -3
COc1cccc(CNc2ccc(F)c(Cl)c2)c1O | -10% | 3 | -3% | 11
Cc1cc(C(=O)COC(=O)CNC(=O)c2ccc(Cl)c(Cl)c2)c(C)n1Cc1ccco1 | x | -7 | -1% | -16

This is a subset; the hit share may differ from the screen's.
